GSK3A inh = inhibitors of human GSK-3 alpha kinase. hit rate 0.1% among 320,000. AID 2650. ADP-Glo luminescence, 60 min. inhibition, % at 10 µM. P49840;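 in the data active = inhibition above about 50%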;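 also: GST-tagged GSK-3 alpha with peptide substrate and 25 µM ATP; 0% = DMSO neutral wells and 100% = GW8510 positive control wells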
Dyrk1A ADPGlo = Dyrk1A (rat) kinase inhibition; Q63470; hit rate 0.43% among 310,000; inhibition, % at 12.5 µM; ADP-Glo luminescence, NFATc1 peptide; in the data active = inhibition above about 50%;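 also: plate controls were vehicle with enzyme for no effect and no enzyme for full effect; many of its hits are not listed in these tables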
KCNQ1 block = blocks the human KCNQ1 potassium channel. P51787. CHO-K1 KCNQ1, FluxOR thallium flux fluorescence; hits give high values. B-score at 10 µM. hit rate 1.3% among 310,000. AID 2642;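 active = compounds whose thallium flux B-score, printed positive for inhibition, exceeds three library SD while starting fluorescence stays within three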;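 also: channel opened by potassium depolarization with thallium stimulus after 20 min compound exposure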
RGS4 pot = RGS4 potentiation or activation | B-score at 10 µM | hit rate 0.92% among 310,000 | HEK293 M3R/inducible RGS4, carbachol calcium flux Fluo4; hits give low values | AID 463111;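 active = B-score of the integrated calcium signal more than 4 SD below the library mean, with starting fluorescence not abnormally high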;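 also: negative B-score means reduced calcium response which marks RGS4 activation or potentiation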
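Material: M3R-expressing HEK293 line, RGS4 induced by doxycycline | Schedule: Overnight RGS4 induction, 30 min dye load 37 °C, 20 min compound RT | Measured by: Fluo4 fluorescence kinetic imaging of calcium | Read-out: Integrated calcium ratio converted to B score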
KCNQ1 pot = potentiators or activators of human KCNQ1 potassium channel | P51787 | CHO-K1 KCNQ1, thallium flux FluxOR fluorescence; hits give high values | B-score at 10 µM | hit rate 0.35% among 310,000 | AID 2648;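 active = fluorescence ratio B-score, a plate-corrected score, at least three library SD, with initial intensity B-score within 5 SD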
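assay system = KCNQ1-transfected CHO-K1 cells | medium = assay buffer with matched DMSO | probe or stimulus = depolarizing K+/Tl+ stimulus, K2SO4 and Tl2SO4 each 12.5 mM in 5x stock | dosing = single dose | incubation = dye 90 min, compound 20 min, room temperature | detection = kinetic FluxOR fluorescence, 10 s baseline plus 110 s post-stimulus | evaluation = ratio B score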
KCNK9 inh = blocks the human KCNK9 two-pore domain potassium channel; B-score at 10 µM; AID 488922; Q9NPC2; HEK293 KCNK9, FluxOR thallium flux fluorescence; hits give low values; hit rate 1.2% among 310,000;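 active = ratio B-score over 3 SD below the library mean, with starting fluorescence within 5 SD of its mean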;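 also: negative B-score means less thallium flux so channel inhibition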
RGS4 block = human RGS4 inhibition | P49798 | HEK293 M3R/RGS4 inducible, Fluo-4 calcium flux; hits give high values; triggered by carbachol at its EC20 | B-score at 10 µM | hit rate 0.45% among 310,000 | AID 463165;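 active = B-score, a plate-corrected calcium signal, over three deviations above library mean, with baseline fluorescence within five deviations of library mean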;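 also: RGS4 expression induced by doxycycline in cells with stable M3 receptor; B-score is computed from the integrated fluorescence ratio over baseline after carbachol; higher B-score means a larger calcium signal and so more RGS4 inhibition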
KCNK3 inh = human KCNK3 channel inhibition, primary screen; O14649; CHO-KCNK3 thallium flux, FluxOR fluorescence; hits give low values; B-score at 10 µM; hit rate 0.84% among 340,000; AID 602410;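 active = B-score under library mean minus 4 SD, starting fluorescence ratio at most library mean plus 5 SD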;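 also: more negative B-score means stronger inhibition of thallium flux through KCNK3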
hERG protect = compounds protecting human hERG from proarrhythmic drug block. Q12809. CHO-hERG, FluxOR thallium flux, dofetilide IC70 present. activation (rescue from dofetilide block), less the hit threshold, % at 10 µM. hit rate 0.51% among 310,000. AID 1511;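 active = activation above the mean of controls blocked by dofetilide plus 5 SD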;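 also: thallium influx through hERG after potassium depolarization seen as dye fluorescence rise; in these data hits start at about 4.7%; inactives centre near -7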
Target sequence (Q12809 whole entry, looked up): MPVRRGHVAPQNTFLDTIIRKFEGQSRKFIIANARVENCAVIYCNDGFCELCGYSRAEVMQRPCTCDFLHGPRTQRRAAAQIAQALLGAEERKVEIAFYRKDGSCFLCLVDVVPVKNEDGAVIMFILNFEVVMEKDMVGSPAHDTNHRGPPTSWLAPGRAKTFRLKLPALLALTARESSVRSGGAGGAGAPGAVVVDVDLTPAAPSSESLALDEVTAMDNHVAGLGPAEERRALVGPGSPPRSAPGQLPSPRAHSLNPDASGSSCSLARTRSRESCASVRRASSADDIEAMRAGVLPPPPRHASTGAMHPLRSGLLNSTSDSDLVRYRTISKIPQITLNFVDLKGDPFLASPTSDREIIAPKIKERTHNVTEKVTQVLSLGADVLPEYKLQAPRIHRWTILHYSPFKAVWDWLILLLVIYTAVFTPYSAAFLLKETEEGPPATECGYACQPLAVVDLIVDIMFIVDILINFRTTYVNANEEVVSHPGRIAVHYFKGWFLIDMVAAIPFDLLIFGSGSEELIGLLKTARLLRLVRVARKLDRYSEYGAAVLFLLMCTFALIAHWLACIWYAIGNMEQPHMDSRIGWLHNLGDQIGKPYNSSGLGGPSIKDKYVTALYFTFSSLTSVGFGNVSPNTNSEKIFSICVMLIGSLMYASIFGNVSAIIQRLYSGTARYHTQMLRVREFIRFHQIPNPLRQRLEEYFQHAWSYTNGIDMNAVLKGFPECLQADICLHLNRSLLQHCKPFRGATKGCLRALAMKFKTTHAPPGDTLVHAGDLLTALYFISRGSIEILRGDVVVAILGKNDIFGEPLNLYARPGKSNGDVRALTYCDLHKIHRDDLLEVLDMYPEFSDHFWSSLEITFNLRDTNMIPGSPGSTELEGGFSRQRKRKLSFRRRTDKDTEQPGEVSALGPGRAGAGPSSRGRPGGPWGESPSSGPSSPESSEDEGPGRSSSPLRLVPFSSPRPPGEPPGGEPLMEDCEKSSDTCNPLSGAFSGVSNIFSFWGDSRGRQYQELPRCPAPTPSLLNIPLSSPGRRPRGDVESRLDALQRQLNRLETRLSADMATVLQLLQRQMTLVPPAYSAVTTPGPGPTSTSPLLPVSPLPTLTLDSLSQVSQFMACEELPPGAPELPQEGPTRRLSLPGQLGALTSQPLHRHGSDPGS
GSK3B inh = human GSK3beta kinase inhibition | hit rate 0.038% among 300,000 | activity score (negative = inhibition), % at 10 µM | GST-GSK3beta kinase, ADP-Glo luminescence, 60 min; hits give low values | P49841;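 active = more than half of replicate wells score below -50%, meaning over 50% inhibition versus plate controls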;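 also: 0% = median DMSO wells and -100% = median GW8510 positive control wells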
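Test system – GST-tagged human GSK3beta kinase, cell-free · Incubation – 60 min enzyme reaction, room temperature · Signal – ADP-Glo luminescence · Also added – peptide substrate and ATP at 25 µM · Controls – DMSO neutral wells and GW8510 at 20 µM as positive · Buffer or medium – Tris/MgCl2 kinase buffer · Measure – Luminescence-derived activity versus plate DMSO and GW8510 wells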
PolyA inh = blocks polyadenylation in yeast reporter cells; S. cerevisiae SKY197-pL101 polyadenylation reporter, beta-gal luminescence; efflux-impaired pdr1/pdr3 knockout yeast; score 100 = 6 SD above DMSO; calls only at 12 µM; hit rate 0.02% among 300,000;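 active = lowest replicate activity score at least 50, where 100 means six control SD above control mean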;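 also: yeast exposed to compound for 9 h at 30 °C; higher score means more reporter readthrough which indicates perturbed polyadenylation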
Numbers without * were called inactive; i = inactive; . = no result given. Not all compounds are listed (hit frequency here may not be typical).

SMILES | GSK3A inh | Dyrk1A ADPGlo | KCNQ1 block | RGS4 pot | KCNQ1 pot | KCNK9 inh | RGS4 block | KCNK3 inh | hERG protect | GSK3B inh | PolyA inh
O=C(CCCN1C(=O)/C(=C/c2cccs2)SC1=S)Nc1cccc(O)c1 | -1 | -6 | i | i | i | i | i | i | -3 | -2 | i
O=C(NCCc1ccccc1)C1CCC(Cn2c(=O)c3ccccc3n(Cc3cccc(F)c3)c2=O)CC1 (stereo not drawn) | -1 | 7 | i | i | i | i | i | i | -7 | -1 | i
O=[N+]([O-])c1ccc(/C=C/c2ccc3ccccc3n2)cc1 | -1 | -1 | i | i | i | i | i | -9.2* | -4 | -6 | i
COc1ccc(CNC(=O)CCSCc2cccc(Cl)c2)cc1 | -5 | 5 | i | i | i | i | i | i | -1 | 2 | i
Cn1cc(S(=O)(=O)NCC2CCCO2)c(=O)n(C)c1=O (stereo not drawn) | -2 | -4 | i | i | i | i | i | i | -10 | -1 | i
CCC1CCCCN1C/C=C/c1ccccc1[N+](=O)[O-] (stereo not drawn) | -2 | -2 | i | i | i | i | i | i | -9 | 0 | i
O=C(NCc1nc2ccccc2[nH]1)c1ccc(S(=O)(=O)N2CCCC2)cc1 | 2 | . | i | i | i | i | i | i | 8.1* | 0 | i
O=C(CNCc1ccncc1)Nc1cc(S(=O)(=O)N2CCCCC2)ccc1Cl | -1 | -1 | i | i | i | i | i | i | -3 | -4 | i
CCOC(=O)c1c(NC(C)=O)sc2c(OCC(O)CNC(C)(C)C)c(Br)ccc12 (stereo not drawn) | -1 | 4 | i | -10* | i | i | i | i | -16 | -1 | i
COc1cc2ccccc2cc1C(=O)Nc1ccccc1N1CCCC1 | -4 | 6 | 20* | -7.3* | i | -9* | i | i | -14 | 2 | i
CC1=C(C(=O)N(C)C)C(c2cccs2)NC(=O)N1 (stereo not drawn) | 3 | 2 | i | i | i | i | i | i | -6 | -2 | i
CCOc1ccc(CNS(=O)(=O)c2c(C)nc3scc(C)n3c2=O)cc1OC | -2 | 0 | i | i | i | i | i | i | -10 | . | i
CC(C)(C)NC(=O)c1cccnc1Sc1ccccc1 | -1 | 1 | i | i | i | i | i | i | -17 | 2 | i
COc1ccc(-c2[nH]ncc2CN2CCN(Cc3cccs3)CC2)c(F)c1 | -1 | -4 | i | i | i | i | i | i | -9 | 5 | i
Cc1[nH]nc2c1C(C(C)C)C(C#N)=C(N)O2 (stereo not drawn) | 0 | 12 | i | i | i | i | i | i | -5 | 0 | i
COc1ccc2c(C(=O)CCl)c[nH]c2c1 | -1 | -2 | i | i | i | i | i | i | -12 | 1 | i
CCCn1c(SCC(=O)c2ccc3c(c2)NC(=O)CO3)nc2ccccc21 | . | 1 | i | i | i | i | i | i | -19 | -1 | i
O=C(Nc1ccccc1)N1N=C(c2ccc(F)cc2)CC1c1ccc(F)cc1 (stereo not drawn) | -6 | -2 | i | i | i | i | i | i | -7 | -4 | i
CS(=O)(=O)c1ccc(Cl)c(C(=O)NC2CCSc3ccccc32)c1 (stereo not drawn) | 1 | -6 | i | i | i | i | i | i | -7 | -2 | i
COc1ccc(C2(O)CC3CCC(C2)N3c2nc(C)cc(C)c2C#N)cc1 (stereo not drawn) | -7 | -8 | i | i | i | i | i | i | -10 | 3 | i
CC(=O)Nc1ccc(/C=C2/Sc3ccccc3C2=O)cc1 | -1 | 0 | i | i | i | i | i | i | -10 | -2 | i
CCNS(=O)(=O)c1ccc(C)c(-n2cnnn2)c1C | -1 | -8 | i | i | i | i | i | i | -8 | 0 | i
Cc1ccc(NC(=O)c2cc(S(=O)(=O)N3CCOCC3)cs2)cc1 | -1 | -4 | i | i | i | i | i | i | -8 | 4 | i
COCCNC(=S)Nc1ccc2nc(N3CCCC3)cc(C)c2c1 | 0 | 7 | i | i | i | i | i | i | -12 | 1 | i
CCOC(=O)CCCn1ncn2c(cc3occc32)c1=O | -1 | 3 | i | i | i | i | i | i | -10 | -1 | i

Additional compounds.
SMILES | GSK3A inh | Dyrk1A ADPGlo | KCNQ1 block | RGS4 pot | KCNQ1 pot | KCNK9 inh | RGS4 block | KCNK3 inh | hERG protect | GSK3B inh | PolyA inh
Cc1ccc(S(=O)(=O)N(CC(=O)Nc2cccnc2)c2ccccc2C)cc1 | 0 | 6 | i | i | i | i | i | i | -15 | . | i
CCCCNCc1ccc(OCc2ccc(Cl)nc2)c(OC)c1 | -3 | 6 | i | i | i | i | i | i | -1 | 1 | i
Cc1nc(Nc2ccc(Br)cc2Br)c([N+](=O)[O-])c(=O)[nH]1 | -1 | 1 | i | i | i | i | i | i | -6 | 0 | i
CC(N=C1NC(C)(C)Cc2ccccc21)C(=O)O (stereo not drawn) | -1 | -2 | i | i | i | i | i | i | -1 | 0 | i
COc1ccccc1N1CCN(/N=C/C=C\c2ccccc2[N+](=O)[O-])CC1 | 0 | 0 | i | i | i | i | i | i | -16 | 2 | i
COc1ccc(-c2cc(C(F)(F)F)nc(NCc3cccnc3)n2)cc1 | 3 | 3 | i | i | i | i | i | i | -8 | 2 | i
CCOC(=O)c1c(NC(=O)CSc2nc(C)cc(C)c2C#N)sc(C(C)=O)c1C | -3 | -4 | i | i | i | i | i | i | -12 | -1 | i
Cc1noc(NS(=O)(=O)c2ccc(N/C=C/C(=O)c3cccnc3)cc2)c1C | 0 | . | i | i | i | i | i | i | -1 | 4 | i
O=C(Nc1ccccc1C(=O)N1CCOCC1)c1ccc(Cl)cc1 | -2 | -4 | i | i | i | i | i | i | -8 | 2 | i
CC1NC(=O)N(C)[C@@H]2NC(=O)N(C)C(c3ccc([N+](=O)[O-])cc3)[C@@H]12 (stereo partly drawn) | 0 | -1 | i | i | i | i | i | i | -6 | 4 | i
COc1ccccc1-c1csc(NC(=O)c2ccc(N3C(=O)CCC3=O)cc2)n1 | 6 | 3 | i | i | i | i | i | i | -1 | 0 | i
O=C1NC(c2ccco2)Nc2ccccc21 (stereo not drawn) | 0 | 11 | i | i | i | i | i | i | -8 | -1 | i
Cc1ccc(-c2cc(C(F)(F)F)n3ncc(C(=O)N4CCN(C)CC4)c3n2)cc1 | 0 | 4 | i | i | i | i | i | i | 1 | -1 | .
CCCCCCCCCC(=O)N1c2ccccc2NC(=O)C1CC(=O)Nc1ccc(C(=O)O)cc1 (stereo not drawn) | -8 | -10 | i | i | i | i | i | i | -11 | 2 | i
Cc1nnc(SCC(=O)NCc2ccco2)n1Cc1ccccc1 | 0 | -3 | i | i | i | i | i | i | -7 | 0 | i
Cc1cccc(CN2C(=O)NC(c3ccccc3)(c3ccccc3)C2=O)c1 | 0 | -3 | i | i | i | i | i | i | -10 | -3 | i
C/C=C/c1ccc(OCCOCCOc2cccc3cccnc23)c(OC)c1 | -3 | 1 | i | i | i | i | i | i | -6 | 4 | i
COc1ccc(CNC(=O)CN(C)S(=O)(=O)c2ccc3c(c2)n(C)c(=O)c(=O)n3C)cc1 | -1 | -4 | i | i | i | i | i | i | -10 | -4 | i
COc1ccc(-n2c(COc3cccc(C)c3)n[nH]c2=S)cc1 | 1 | 3 | i | i | i | i | i | i | -7 | 0 | i
O=C(N/N=C/c1ccc(Cl)c([N+](=O)[O-])c1)c1cnccn1 | -1 | -2 | i | i | i | i | i | i | -3 | 1 | i
C/C(CC(=O)Nc1ccc(F)cc1)=N\NC(=O)c1ccccn1 | -6 | 0 | i | i | i | i | i | i | -17 | 4 | i
O=C(Cn1nnc(-c2ccc3c(c2)OCO3)n1)NCc1ccco1 | 0 | -1 | i | i | i | i | i | i | -4 | 1 | i
CCOC(=O)c1c(C)nc2c(c1-c1ccc(Cl)cc1)C(=O)CC(C)(C)C2 | 0 | 4 | i | i | i | i | i | i | -18 | -2 | i
S=C(NCCc1ccccc1)N1CCc2ccccc2C1 | 0 | -5 | i | i | i | i | i | i | -12 | 2 | i
CC(C)CN(C(=O)COC(=O)c1ccc2c(c1)OCCO2)c1c(N)n(Cc2ccccc2)c(=O)[nH]c1=O | -1 | -6 | i | i | i | i | i | i | -23 | -4 | i

New compounds follow
SMILES | GSK3A inh | Dyrk1A ADPGlo | KCNQ1 block | RGS4 pot | KCNQ1 pot | KCNK9 inh | RGS4 block | KCNK3 inh | hERG protect | GSK3B inh | PolyA inh
O=C(O)c1ccc(N2C(=O)c3ccc(C(=O)c4cccc([N+](=O)[O-])c4)cc3C2=O)cc1 | -1 | -4 | i | i | i | i | i | i | -10 | 0 | i
CCN(CC)S(=O)(=O)c1cccc(-c2csc(C)n2)c1 | . | 2 | i | i | i | i | i | i | -14 | 3 | i
NC(=O)Nc1cc(Cl)ccc1Cl | -1 | 7 | i | i | i | i | i | i | 0 | -4 | i
O=C(NCc1cccc(CNC(=O)C(=O)NCC2CCCO2)c1)C(=O)NCC1CCCO1 (stereo not drawn) | 1 | -1 | i | i | i | i | i | i | -5 | -3 | i
COc1ccc(Cc2nnnn2CC(=O)O)cc1 | 1 | 10 | i | i | i | i | i | i | -14 | 4 | i
Cc1nc(NC(=O)C2CC2)sc1C | -2 | -2 | i | i | i | i | i | i | -7 | -4 | i
CC(C)COC(=O)c1ccccc1OC(=O)c1ccncc1 | -3 | -4 | i | i | i | i | i | i | -10 | 2 | i
Cc1ccc(C(=O)CCC(=O)N2CCN(c3ccc(F)cc3)CC2)cc1 | . | 2 | i | i | i | i | i | i | -5 | 4 | i
O=C(CCc1ccccc1)NCc1ccncc1 | 5 | 8 | i | i | i | i | i | i | -6 | -5 | i
CSc1ccc(CN(C)C(C)C(=O)NCc2ccccc2)cc1 (stereo not drawn) | 2 | -1 | i | i | i | i | i | i | -11 | 3 | i
COc1ccc(-c2n[nH]c(=S)n2-c2ccccc2C)cc1 | 1 | -6 | i | i | i | i | i | i | 0 | 3 | i
O=C(c1cc(F)c(F)cc1Cl)N1CCOCC1 | -5 | 0 | i | i | i | i | i | i | 2 | 1 | i
COc1ccc(OC2C(=O)N(c3ccc(C)c(C)c3)C2c2ccc(OC)c(OC)c2)cc1 (stereo not drawn) | -2 | 4 | i | i | i | i | i | i | -13 | -2 | i

From PubChem
